WRN helicase inh: WRN helicase (human) inhibition | Q14191 | WRN helicase unwinding, fluorescent forked duplex, kinetic | Potency, µM (top dose mostly 114 µM), without a hit: at the highest dose activity change, negative = inhibition, usual class: inhibitors | actives 0.46% (n = 360,000) | AID 651768; also: potency is read from the fitted curve at half-maximal effect; % is scaled to controls: 0 for no effect and ±100 for the full control effect; nearly all actives have a fitted effect of over 55% in size
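Fluorescence dequenching readout, ex 525 nm/em 598 nm, kinetic mode: forked duplex DNA (100 nM final) with adjacent fluorophore and quencher unwound by WRN (20 nM final) with 2 mM ATP. Compound preincubation 15 min, room temperature.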
PI5P4Ka inh: inhibitors of human PI5P4K alpha; P48426; actives 1.2% (n = 330,000); PI5P4Kalpha enzyme, ADP-Glo luminescence, 60 min; active compounds read low; max response, %; active = max response of -50% or lower; inconclusive = between -30% and -50%; inactive = -30% or higher; also: value at the top dose of about 77 µM; % is scaled to controls: 0 for no effect and ±100 for the full control effect
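ADP-Glo luminescence end-point after a 60 min room-temperature kinase reaction. PI5P4Kalpha and substrate in HEPES pH 7.4 buffer with EGTA, 0.1% CHAPS and 5% DMSO; ATP at 5 microM final.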
IL-2 act: IL-2 activation. AID 652025. activation, % (series mostly up to about 46 µM). IL-2 activation reporter assay, cell-based qHTS; stimulated with anti-CD3/CD4/CD28 beads; in transgenic mouse T cells. actives 0.065% (n = 360,000); in the data active = activation above about 50%; inconclusive = mostly about 30% to 49%; also: 0% is about no effect
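Unstimulated transgenic mouse T cells; 60-min compound exposure; bead-based TCR/CD4/CD28 stimulation; 18 h culture, 37 degrees C; dual fluorescence (EGFP, DsRed) plate cytometry.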
GLP1R cytotox: cytotoxicity in counter-screen for GLP-1R inverse agonists; actives 0.13% (n = 410,000); HEK293 cAMP-luciferase reporter cells, luminescence, 24 h; Potency, µM (top dose mostly 38.3 µM), without a hit: at the top dose activity change, negative = inhibition, hits mostly inhibitors;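 also: loss of luciferase light is scored as toxicity; potency is read from the fitted curve at half-maximal effect; % is scaled to controls: 0 for no effect and ±100 for the full control effect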
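To flag toxic compounds, the library was rerun on cells for 24 hr at 37 deg C and 5% CO2. Viability-linked luminescence was captured 12 min after adding luciferase detection reagent.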
GLP1R inv ag: GLP-1 receptor (human) inverse agonism. HEK293 GLP-1R CRE-luciferase, luminescence, 24 h; GLP-1R form is constitutively active. Potency, µM (highest dose often 38.3 µM), without a hit: top-dose activity change, negative = inhibition, actives largely listed as inhibitors. actives 1.6% (n = 410,000); also: potency is read from the fitted curve at half-maximal effect; % is scaled to controls: 0 for no effect and ±100 for the full control effect; nearly all actives have a fitted effect of over 55% in size
Target sequence (P43220 whole entry, looked up): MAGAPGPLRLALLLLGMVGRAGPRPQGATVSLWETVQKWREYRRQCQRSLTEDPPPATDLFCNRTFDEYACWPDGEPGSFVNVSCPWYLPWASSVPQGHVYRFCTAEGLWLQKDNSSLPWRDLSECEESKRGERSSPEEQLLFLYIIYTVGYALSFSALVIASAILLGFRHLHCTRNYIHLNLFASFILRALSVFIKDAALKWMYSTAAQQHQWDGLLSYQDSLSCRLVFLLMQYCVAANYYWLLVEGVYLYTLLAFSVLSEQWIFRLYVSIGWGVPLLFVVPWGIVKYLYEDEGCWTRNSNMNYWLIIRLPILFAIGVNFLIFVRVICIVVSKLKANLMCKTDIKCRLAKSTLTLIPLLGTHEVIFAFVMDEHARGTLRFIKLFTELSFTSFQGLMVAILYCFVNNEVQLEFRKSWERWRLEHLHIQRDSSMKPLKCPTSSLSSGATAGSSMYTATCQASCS
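HEK293 cells stably co-expressing a cAMP-responsive luciferase reporter and constitutively active GLP-1R were seeded, incubated 12 h, then exposed to compounds for 24 h at 37 C. Luminescence was read 12 min after detection reagent; inverse agonists lower signal.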
GLP-1R agonist: GLP-1 receptor (human) agonism | HEK293 GLP-1R CRE-luciferase, luminescence, 4-6 h; cells express a hypersensitive GLP-1R form | AID 624172 | actives 0.007% (n = 380,000) | Potency, µM (doses to about 45.6 µM), for inactives: at the highest dose activation, actives largely listed as activators; also: potency is read from the fitted curve at half-maximal effect; % of control where 0% means no effect
D3 ag: agonists of human D3 dopamine receptor. P35462. D3R DiscoveRx beta-arrestin cells, luminescence, 90 min. max activation, %. actives 0.58% (n = 410,000). AID 652048; in the data active = max activation above about 30%; also: 0% is about no effect; mostly tested at two doses, the higher about 12 µM
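Agonist mode: compounds and dopamine controls were applied to plated cells for 90 min at 37 degrees C after an overnight attachment at 1500 cells/well. Luminescent read-out followed 30 - 60 minutes at room temperature with DiscoveRx detection reagent.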
DRD3 antagonist: D3 dopamine receptor (human) antagonism. P35462. D3R cells, DiscoveRx beta-arrestin luminescence, antagonist mode; active compounds read low. max response, negative = inhibition, %. actives 2.5% (n = 360,000); in the data active = max response below about -50%; inconclusive = no clear call, values can overlap the other calls; also: % is scaled to controls: 0 for no effect and ±100 for the full control effect; mostly tested at two doses, the higher about 12 µM
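Cells expressing the human receptor were seeded at 1500 cells/well, incubated overnight at 37 degrees C in 5% CO2, then exposed to library compounds with dopamine controls for 90 minutes at 37 degrees C before luminescent detection.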
PLK1 PBD block: inhibitors of human PLK1 polo-box domain binding; P53350; Plk1 PBD binding of FITC phosphopeptide, fluorescence polarization; Potency, µM, for inactives: max response, negative = inhibition, actives largely listed as inhibitors; actives 2.8% (n = 360,000); AID 720504; also: potency is read from the fitted curve at half-maximal effect; series mostly up to about 57 µM; % is scaled to controls: 0 for no effect and ±100 for the full control effect; nearly all actives have a fitted effect of over 65% in size
Target sequence (P53350 whole entry, looked up, the tested form may be a part): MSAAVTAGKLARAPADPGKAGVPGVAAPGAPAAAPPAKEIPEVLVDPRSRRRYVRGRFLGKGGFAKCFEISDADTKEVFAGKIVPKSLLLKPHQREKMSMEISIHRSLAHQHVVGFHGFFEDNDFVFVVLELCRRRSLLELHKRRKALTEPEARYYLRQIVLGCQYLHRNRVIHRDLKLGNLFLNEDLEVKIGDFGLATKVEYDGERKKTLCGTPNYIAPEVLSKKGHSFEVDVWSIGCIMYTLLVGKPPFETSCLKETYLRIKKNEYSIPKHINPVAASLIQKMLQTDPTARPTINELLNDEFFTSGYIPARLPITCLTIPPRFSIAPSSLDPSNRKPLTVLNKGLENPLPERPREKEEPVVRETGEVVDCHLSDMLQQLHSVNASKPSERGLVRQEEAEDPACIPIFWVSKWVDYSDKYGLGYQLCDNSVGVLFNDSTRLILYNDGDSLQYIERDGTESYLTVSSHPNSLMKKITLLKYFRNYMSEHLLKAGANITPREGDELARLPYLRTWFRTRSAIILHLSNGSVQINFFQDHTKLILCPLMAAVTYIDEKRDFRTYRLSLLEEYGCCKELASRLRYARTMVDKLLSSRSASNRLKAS
* marks the source's active call; other numbers are inactive results; ? = inconclusive; · = not tested or not shown; [ ] = another dose, or the depositor's remark. Unless noted, calls follow the shape of the dose curve; as a rule, active = well fitted curve in the direction sought with a large enough effect; inconclusive = small, poorly fitted or top-dose-only effect, or another doubt; inactive = no such curve, though single readings can be large; an effect the other way counts as inactive or inconclusive.

Every second line gives: WRN helicase inh, PI5P4Ka inh, IL-2 act, GLP1R cytotox, GLP1R inv ag, GLP-1R agonist, D3 ag, DRD3 antagonist, PLK1 PBD block
CC(C)OC(=O)CSc1nnc(CNc2cccc(Cl)c2)n1C
  4%, 0, 2.8, -10%, 4%, 1%, -11, -12, -15%
CC(OC(=O)C1CC1)C(=O)Nc1cc(Cl)cc(Cl)c1 (stereo unspecified)
  0%, -4, -0.9, -3%, ?, 17%, -13, -19, -13%
Cc1nc(Cc2ccccc2)sc1CC#N
  -2%, 0, -0.5, -12%, 46%[activator], 21%, 5, 3, 0%
COc1ccc(C(=O)N2CCCc3ccccc32)cc1
  -1%, ·, -3.4, -16%, 5%, 18%, -15, 7, -5%
O=C(CCc1ccc(F)c(F)c1)NC1CCCN(Cc2ccc(Cl)cc2)C1 (stereo unspecified)
  14%, -2, -1.2, 1%, ?, 7%, -20, 0, -13%
CCNS(=O)(=O)c1ccc(C)c(-n2cnnn2)c1C
  -9%, 7, -1.1, 74%[activator], 7%, 14%, 2, -26, -6%
COCC(=O)N(Cc1cc2cc(C)ccc2[nH]c1=O)c1cccc(C)c1C
  6%, -7, -1.3, -7%, -15%, 11%, 2, 25, 4%
CCC(C)(C)NC(=O)C(c1ccncc1)N(C(=O)c1sc(C)nc1C)c1ccc(F)cc1 (stereo unspecified)
  5%, 4, 2.4, -7%, 9%, -4%, -7, 3, 11%
CCc1nnc(NC(=O)[C@@H](NC(=O)c2cccc(C)c2)C(C)C)s1
  -27%, 15, 0.0, 3%, 0%, -1%, -6, -7, -6%
CNC(=O)C(=O)NCC(c1cccs1)S(=O)(=O)c1ccc(F)cc1 (stereo unspecified)
  5%, 1, -1.4, -4%, 16%, -3%, -12, 14, -7%
CCN1CCN(CCNC(=O)c2ccc3nc(-c4cccc(C)c4)c(-c4cccc(C)c4)nc3c2)CC1
  6%[57.1 µM], 11, -4.9, -2%, -5%, 5%, 16, 1, -25%
CCOc1ccc(/C=C\C(C)=N\O)cc1
  -11%, ·, 0.8, 5%, 2%, 5%, 1, -8, -11%
CC(Oc1ccc(F)cc1)C(=O)Nc1sc2c(c1C(=O)NCc1cccnc1)CCCC2 (stereo unspecified)
  -13%, 3, -0.5, -24%, 10µM*, 1%, -5, ?, -7%
C[n+]1ccc(C(=O)NCCC[N+](C)(C)C)cc1/C=N/O
  -3%, 0, -0.6, 1%, 13%, 0%, 3, 15, -7%
Cc1cccc([N+](=O)[O-])c1NC(=O)CN(Cc1ccccc1)Cc1ccccc1
  -1%, -4, -2.1, 38%[activator], ?, -1%, 1, 2, -2%
CCOC(=O)C1(Cc2cccc(OC)c2)CCCN(C(=O)CCSC)C1 (stereo unspecified)
  20%, -6, -1.0, -19%, -8%, 17%, -1, -2, -12%
O=C(/C=C/c1ccccc1)NCC(=O)N/N=C/c1ccccc1[N+](=O)[O-]
  -27%[57.1 µM], -2, -2.8, -2%, -4%, 3%, -4, -15, -11%
Cc1cc(C)c(O)c(CN(C)Cc2cc(Cl)cc(Cl)c2O)c1
  -10%, 2, -0.6, ?, ?, 11%, 41*, 17, -9%
Cc1cc(C)nc(SCCn2c(N3CCCCC3)nc3c2c(=O)n(C)c(=O)n3C)n1
  4%, -1, -1.8, 3%, 12%, -7%, 0, 27, -6%
COc1ccc2[nH]c(C)c(C(=O)CN3CCN(C(=O)c4ccco4)CC3)c2c1
  8%, -10, -0.7, 5%, 16%, 4%, -10, 14, -14%

Some entries already given, reduced to PLK1 PBD block, GLP1R cytotox and PI5P4Ka inh:
canonical_smiles	PLK1 PBD block	GLP1R cytotox	PI5P4Ka inh
Cc1cccc([N+](=O)[O-])c1NC(=O)CN(Cc1ccccc1)Cc1ccccc1	-2%	38%[activator]	-4
CCOC(=O)C1(Cc2cccc(OC)c2)CCCN(C(=O)CCSC)C1 (stereo unspecified)	-12%	-19%	-6
O=C(/C=C/c1ccccc1)NCC(=O)N/N=C/c1ccccc1[N+](=O)[O-]	-11%	-2%	-2
Cc1cc(C)c(O)c(CN(C)Cc2cc(Cl)cc(Cl)c2O)c1	-9%	?	2

(further entries)
Every second line gives: WRN helicase inh, PI5P4Ka inh, IL-2 act, GLP1R cytotox, GLP1R inv ag, GLP-1R agonist, D3 ag, DRD3 antagonist, PLK1 PBD block
O=C(COC(=O)c1cc(Cl)ccc1O)NCCC1=CCCCC1
  5%, 1, -2.0, 4%, 1%, -4%, 5, 11, 1%
CCN(c1ccccc1)S(=O)(=O)c1ccc(Cl)c(NC(=O)CN2C(=O)NC3(CCCC3)C2=O)c1
  0%, 0, 0.5, 17%, ?, 0%, -9, 5, 0%
Cc1ccc(C(=O)Nc2sc3c(c2C(=O)O)CCC(C)C3)o1 (stereo unspecified)
  -9%, 6, 3.9, -13%, ?, -1%, -2, 7, -16%
CC(C)C[C@H]1CNC(=O)C(=O)N1C[C@@H]1CCCN1C[C@H](CC(C)C)N1C[C@H](Cc2ccc(O)cc2)N(CCc2ccccc2)C(=O)C1=O
  -3%, -1, -0.7, -3%, 13%, -3%, 1, 2, -12%
CC(CCc1ccccc1)NC(=S)NC1CCCCC1 (stereo unspecified)
  8%, -2, -5.0, ?, ?, 14%, -3, -10, -8%
CC(C)N(Cc1nc(-c2ccc(Cl)cc2)no1)C(=O)C12CC3CC(CC(C3)C1)C2
  -14%, 9, 1.1, -3%, 6%, -23%, 2, 3, -2%
Oc1[nH]c2ccc(Br)cc2c1N=NC(=S)Nc1ccc(F)cc1
  -23%, -22, -1.5, ?, -14%, 13%, -6, -17, 1%
O=C(Cn1cc(COc2ccc(Cl)c(Cl)c2)nn1)NS(=O)(=O)c1ccccc1OC(F)(F)F
  -2%, 2, -0.7, -2%, 11%, 2%, -7, 5, -22%
COc1cc(SC)ccc1C(=O)N1CCN(Cc2ccccc2)CC1
  0%, -1, 1.4, 1%, -13%, 12%, -5, -19, -1%
CCOC(=O)N1CCC(NC(=O)c2ccc3c(c2)N=C(C)c2c(C)ccc(C)c2S3)CC1
  -8%, 10, -0.3, ?, ?, 11%, -11, -17, -2%
O=C(/C=C/c1ccccc1)NCCSCc1ccc(Cl)cc1
  -32%[57.1 µM], -2, -1.1, -23%, ?, 5%, 4, -2, 1%
Nn1c(SCC(=O)N2CCCCCC2)nnc1-c1ccncc1
  1%, ·, -1.7, -26%, 0%, -5%, -1, 22, -5%
Cc1ccc(CS(=O)Cc2ccc(C(=O)NC3CCCC(C)C3C)o2)cc1 (stereo unspecified)
  6%, 0, -3.4, -19%, ?, -4%, 1, 16, -15%
Cc1ccc(C(C(=O)NC2CCCC2)N(C(=O)CCC(=O)Nc2cc(C)on2)c2ccccc2)cc1 (stereo unspecified)
  5%, 8, 4.1, -16%, 5%, 1%, 1, 2, -4%
CCC1(CC)NC(=O)N(CC(=O)OC(C)C(=O)Nc2ccc(Cl)cn2)C1=O (stereo unspecified)
  2%, -3, -0.6, -14%, 10%, -6%, 1, 12, -1%
O=C(CSc1n[nH]c(=O)[nH]c1=O)c1ccc([N+](=O)[O-])cc1
  -12%, 1, -2.2, -4%, 14%, 3%, 5, 8, -6%
COc1cc(OC)c(OC)cc1CNc1nnnn1C
  3%, 0, 0.4, 19%, 12%, 5%, -8, 5, -8%
CCNc1nc(SCC(=O)Nc2ccc(Cl)c(Cl)c2)nc(N2CCOCC2)n1
  -1%, 4, -0.4, -18%, ?, 30%, 3, 6, 3%
Cc1ccc(Cn2c(SCCN3CCCCC3)nc3c2c(=O)n(C)c(=O)n3C)cc1
  -14%, 2, 1.0, 42%[activator], -4%, 11%, -18, 0, -4%
CCCn1c(=N)n(CC(=O)O)c2ccccc21
  4%, 0, 0.1, 55%, 19%, -1%, -7, 0, -13%
Cc1nc(N[C@@H](Cc2c[nH]c3ccccc23)C(=O)O)c2oc3ccccc3c2n1
  -10%, ·, -0.3, 21%, 3%, 8%, -1, 11, -15%
COc1ccc(S(=O)(=O)N2CCN(CC(=O)Nc3ccccc3Cl)CC2)cc1
  -5%, 14, -2.5, 3%, 8%, 6%, -1, 4, -1%
CCOc1ccc(-c2cc(C(=O)N3CCCC3)c3ccccc3n2)cc1
  -3%, -1, 1.0, -11%, 9%, -6%, 5, 1, 8%
CCCCc1nc(SCC(=O)Nc2ncccn2)n[nH]1
  -1%, -11, -3.0, -12%, -25%, -8%, 2, 18, -11%
Cc1ccc(NC(=O)CSc2nc(O)cc(=O)n2C)cc1
  -17%, 0, -1.8, -3%, -2%, -8%, -5, -15, -8%
CCc1ccccc1OCC(=O)Nc1cc(S(=O)(=O)N(CC)CC)ccc1N1CCOCC1
  -5%, 1, 0.8, 3%, ?, -4%, -8, -9, -18%
CCCCc1c(-c2ccccc2OC)ncn1C1CCCC1
  -2%, 4, -0.9, -14%, ?, -5%, -7, 6, -2%
COc1ccc(C(CC(=O)N2CCCC(C)C2)c2c(O)cc(OC)cc2OC)cc1 (stereo unspecified)
  -1%, 2, 0.4, 2%, -1%, -7%, -16, -19, -15%
Cc1ccccc1-c1nnc(SCCOc2ccc3c(C)cc(=O)oc3c2)o1
  -5%, -7, -0.4, 1%, 3%, 4%, 0, -19, 2%
CC(Sc1n[nH]c(N)n1)C(=O)Nc1ccccc1-c1ccccc1 (stereo unspecified)
  4%, 0, -0.6, -25%, 11%, -5%, -1, -3, -5%
COc1ccc2[nH]c(C(=O)O)c(NS(=O)(=O)c3ccc(OC)c(OC)c3)c2c1
  -24%, ·, -0.5, 3%, -6%, -6%, -2, -14, ?
Cc1cccc2nc(CSc3ncccc3C(=O)O)cn12
  -8%, 1, -0.3, 36%[activator], -6%, -4%, 2, 4, -6%

3 records drawn at random from those above:
Every second line gives: WRN helicase inh, PI5P4Ka inh, IL-2 act, GLP1R cytotox, GLP1R inv ag, GLP-1R agonist, D3 ag, DRD3 antagonist, PLK1 PBD block
Cc1cccc2nc(CSc3ncccc3C(=O)O)cn12
  -8%, 1, -0.3, 36%[activator], -6%, -4%, 2, 4, -6%
COc1ccc(C(CC(=O)N2CCCC(C)C2)c2c(O)cc(OC)cc2OC)cc1 (stereo unspecified)
  -1%, 2, 0.4, 2%, -1%, -7%, -16, -19, -15%
CCOc1ccc(-c2cc(C(=O)N3CCCC3)c3ccccc3n2)cc1
  -3%, -1, 1.0, -11%, 9%, -6%, 5, 1, 8%
